High-throughput results: PubChem, The Scripps Research Institute Molecular Screening Center
TEAD-YAP block = TEAD-YAP interaction inhibition, primary screen, TEAD-YAP interaction inhibitor project, luminescence, HEK-TIYL cells; TEAD-Gal4/YAP UAS-luciferase luminescence; inhibition, % at 9.12 µM; hit rate 1.4% among 640,000; AID 1259422, 2018; in the data active means inhibition above about 32%;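 further: 0% = median of test compound wells and 100% = reference inhibitor wells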
FBW7 activator = FBW7 E3 ligase activators, primary screen, biochemical, AlphaScreen, human; AlphaScreen FBW7–phospho-cyclin E peptide binding, activator screen; AID 1259310, 2017; hit rate 0.13% among 650,000; F-box/WD repeat-containing protein 7 (Homo sapiens), Q969H0; normalized activity (activation), % at 26.1 µM; in the data active means normalized activity above about 1.9%;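 further: purified mutant Fbw7 with reduced substrate affinity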
GPR151 activ = activators of human GPR151, primary screen, cell-based, PathHunter beta-arrestin, luminescence; PathHunter beta-arrestin GPR151 cells; activation, % at 11.2 µM; hit rate 1% among 650,000; in the data active means activation above about 4.9%;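 further: 0% = median of compound wells and 100% = cells with positive control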
Target sequence (Q8TDV0 whole entry, looked up): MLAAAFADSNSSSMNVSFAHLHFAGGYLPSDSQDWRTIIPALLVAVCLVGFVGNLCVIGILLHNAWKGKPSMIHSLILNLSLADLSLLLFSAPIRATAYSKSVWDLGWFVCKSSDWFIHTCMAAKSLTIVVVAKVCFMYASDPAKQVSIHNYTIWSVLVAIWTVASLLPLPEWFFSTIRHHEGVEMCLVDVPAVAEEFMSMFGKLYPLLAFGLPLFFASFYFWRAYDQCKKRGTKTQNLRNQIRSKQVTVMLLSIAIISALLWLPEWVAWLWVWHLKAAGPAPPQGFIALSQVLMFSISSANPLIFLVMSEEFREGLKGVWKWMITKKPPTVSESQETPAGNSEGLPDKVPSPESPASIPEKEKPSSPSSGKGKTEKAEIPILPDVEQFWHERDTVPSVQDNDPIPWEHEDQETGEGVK
MITF inh = MITF inhibitors, primary screen, biochemical, AlphaScreen, human. hit rate 0.91% among 650,000. inhibition, % at 2.6 µM. Microphthalmia-associated transcription factor (Homo sapiens), O75030. AlphaScreen MITF homodimerization, bead proximity signal; in the data active means inhibition above about 50%;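 further: 0% = vehicle wells with protein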
Target sequence (O75030 whole entry, looked up): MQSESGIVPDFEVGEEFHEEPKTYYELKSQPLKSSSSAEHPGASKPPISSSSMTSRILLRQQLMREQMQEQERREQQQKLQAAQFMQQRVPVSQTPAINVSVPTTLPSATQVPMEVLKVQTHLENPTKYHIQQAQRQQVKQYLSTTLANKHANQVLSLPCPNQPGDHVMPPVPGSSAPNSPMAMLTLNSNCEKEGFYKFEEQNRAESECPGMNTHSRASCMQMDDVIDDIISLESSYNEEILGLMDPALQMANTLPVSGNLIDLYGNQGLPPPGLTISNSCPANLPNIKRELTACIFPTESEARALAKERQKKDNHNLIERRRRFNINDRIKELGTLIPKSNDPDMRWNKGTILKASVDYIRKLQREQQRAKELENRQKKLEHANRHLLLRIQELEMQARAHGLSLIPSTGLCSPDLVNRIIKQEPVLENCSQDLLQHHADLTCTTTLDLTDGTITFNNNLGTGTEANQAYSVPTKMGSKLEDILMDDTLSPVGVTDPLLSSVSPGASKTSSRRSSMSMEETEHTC
Numbers without * were called inactive; & = joins results of further samples.

SMILES	TEAD-YAP block	FBW7 activator	GPR151 activ	MITF inh
Cc1ccc(Cl)cc1S(=O)(=O)N1CCN(Cc2ccccc2)CC1	0.7	0.0	2.6	1.9
Cc1cnc(Cl)nc1NC1CC1	6.1	0.1	-0.5	15.6
O=C(Nc1ccc(F)cc1)C(=O)c1c(O)[nH]c2ccccc12	-10.6	-0.3	-0.1	-9.7
CCOC(=O)c1ccc(NS(=O)(=O)c2c[nH]c(=O)[nH]c2=O)cc1	-0.2	-0.2	-1.9	1.5
Nc1ccc2nc(-c3ccc4nc(N)sc4c3)[nH]c2c1	6.9	0.7	-0.7	-67.5
CC(C)CCNC(=O)CN(Cc1cccnc1)C(=O)c1snc(C(N)=O)c1N	-2.0	-0.1	0.2	16.7
CCCCOC(=O)Nc1cccc(C(=O)OC)c1	-66.6	0.1	-0.1	14.1
CC1CCN(C(=O)c2ccc(N3C(=O)C4C5C=CC(C5)C4C3=O)cc2)CC1 (centres undefined)	4.2	-0.2	-0.6	-26.8
COc1cccc(C(=O)N2CC(=O)Nc3ccc(F)cc3C2c2ccccc2)c1OC (centres undefined)	0.5	0.0	0.3	14.2
CCCOc1ccc(/C=N/NC(=O)c2cc(C)[nH]n2)cc1	-26.6	0.1	-0.6	9.0
CCCNC(=O)c1cccc(Nc2cnccn2)c1	-9.4	0.1	0.4	13.5
CC(Nc1ccc(F)cc1F)C(=O)NC(=O)NC1CCCCC1 (centres undefined)	2.2	-0.1	1.4	5.2
CCc1ccccc1NC(=O)Cn1nnc(-c2nc(-c3ccc4c(c3)OCO4)no2)c1N	-4.1	0.0	-1.1	-9.3
N#CC1=C(N)Oc2n[nH]c(C(F)(F)F)c2C1c1ccccc1 (centres undefined)	5.2	0.3	-0.7	15.0
COC(=O)CSC1=C(C#N)C(c2ccc(O)c(OC)c2)CC(=O)N1 (centres undefined)	0.1	0.3	-1.6	11.7
O=C1/C(=C\c2ccc(Br)cc2)NC(=S)N1CNc1ccc(Cl)cc1	0.5	-0.1	1.2	6.1
CCC(C)C(NC(=O)OC(C)(C)C)C(=O)OCC(=O)c1ccccc1 (centres undefined)	5.6	0.3	1.1	10.1
COCCNC(=O)C(OC(=O)CC1Sc2ccccc2NC1=O)c1ccncc1 (centres undefined)	-0.5	-0.1	0.3	-8.1
CCS(=O)(=O)N1CCN(C2CCCCC2)CC1	11.8	-0.1	0.0	20.4
CN1CCN(c2ccc(C(=O)Nc3ccc4[nH]ncc4c3)cn2)CC1	14.3	0.5	0.2	19.1
O=S1(=O)c2cccc3cccc(c23)N1Cc1ncc(-c2ccccc2)o1	2.3	0.0	-0.6	-0.3
O=C1CC(c2noc(-c3ccc(F)cc3)n2)CN1Cc1cccs1 (centres undefined)	0.1	0.1	-0.3	10.8
COc1ccc(OC)c(/C=N/NC(=O)CCNS(=O)(=O)c2ccc([N+](=O)[O-])cc2)c1	-6.8	0.1	0.2	8.3
CSc1cccc(NC(=O)CN(c2ccc(F)c(Cl)c2)S(C)(=O)=O)c1	4.0	0.1	8.5*	-9.5
CCOCCn1c(=NC(=O)CN2C(=O)c3ccccc3C2=O)sc2ccccc21	-2.3	0.2	3.2	3.2
CCC(=O)N(C)c1nnc(-c2ccc(Cl)cc2)s1	-22.8	0.8	-0.9	6.5
COc1cccc(CNCC(=O)NC(=O)NC2CCCC2)c1	-1.2	-0.1	-2.7	18.1
COc1ccc(-n2nc3cc(C)c(NC(=O)c4sc5ccccc5c4Cl)cc3n2)cc1	11.8	0.0	0.8	1.7
CCOc1ccc(S(=O)(=O)N2c3ccccc3CC2C)cc1 (centres undefined)	52.4*	0.0	0.7	3.7
COc1ccc(-c2nnc(SCC(=O)Nc3nccs3)n2C)cc1	5.8	0.1	0.5	-1.7
CCOC(=O)c1c(NC(=O)c2ccccc2[N+](=O)[O-])sc2c1CCC(C)C2 (centres undefined)	11.2	0.5	-0.7	17.0
COc1ccc2c(c1)COC1(CCN(C(=O)C3CC3C(=O)O)CC1)O2 (centres undefined)	2.6	0.1	0.1	13.4
N#CCCn1nc(-c2ccccc2)c2ccccc2c1=O	-7.0	0.2	0.5	3.8
CC1(C)CNC(=O)c2sc(N)nc2C1	6.7	0.1	-0.2	5.8
COc1cc(/C=C2\N=C(c3ccccc3)OC2=O)cc(I)c1OC	4.0	0.1	0.1	7.9
COc1ccc(Cn2ccn(Cc3cccc(OC)c3)c(=O)c2=O)cc1	-1.7	0.2	-1.7	2.2
Nc1nc(Cl)nc2c1ncn2[C@H]1C[C@H](O)[C@@H](CO)O1	-43.2	0.1&0.0	-0.4&1.2	11.7&17.7
Cc1cnc(=O)[nH]c1SCC(=O)OCc1ccccc1	-16.6	-0.1	0.7	2.0
O=C(Nc1ccc2oc(-c3cccc(Br)c3)nc2c1)c1cc(Cl)ccc1Cl	-1.2	-0.1	1.2	-1.1
Cc1ccc(C(=O)N2c3ccccc3NC(=O)C2CC(=O)Nc2cccc([N+](=O)[O-])c2)cc1 (centres undefined)	-8.5	0.0	1.1	2.1
COc1ccc(S(=O)(=O)N(CC(N)=O)c2cc(Cl)ccc2OC)cc1OC	4.4	0.1	-0.5	5.0
CC(C)(C)NC(=O)CSc1nnnn1-c1ccc2c(c1)OCCO2	-25.1	0.0	-1.0	7.0
CCCNc1nc(Nc2ccnn2C)nc2c1ncn2C(C)C	-4.7	0.0	0.0	5.5
Cc1cnc(NC(=O)CSc2nnc(C3CCCCC3)o2)s1	-17.9	-0.1	-0.1	-3.9
CC(=O)N(CCO)Cc1cc2cc(C)cc(C)c2[nH]c1=O	2.0	0.0	-1.0	8.4
CC(=O)c1cccc(NS(=O)(=O)c2c(C)[nH]c(=O)[nH]c2=O)c1	8.4	0.0	-0.4	-0.8
FC(F)(F)c1ccc(Cn2cnc3c(Nc4ccc(N5CCOCC5)cc4)nc(Nc4nccc5ccccc45)nc32)cc1	13.7	-0.1	0.0	5.7
O=C(COc1cccc2ccccc12)N1CCc2ccccc21	-46.4	0.1	-0.4	-4.5
CCn1cc(-c2nc(-c3ccncc3)no2)c(=O)c2cc(F)ccc21	3.1	-0.3	-0.1	-12.0
CC(=O)NCCS(=O)(=O)Cc1cc2cccc3c2n(c1=O)CCC3	-3.3	0.0	-0.2	3.3
O=C(c1cc2cc([N+](=O)[O-])ccc2s1)N(Cc1ccccc1)Cc1ccccc1	-4.9	-0.1	1.9	-3.7
CCc1ccc(NC(=O)C2CCCN(S(=O)(=O)c3c(C)[nH]c(=O)[nH]c3=O)C2)cc1 (centres undefined)	1.5	0.4	1.2	11.1
CCOCCn1c(=NC(=O)CN2C(=O)CCC2=O)sc2cc(C)ccc21	5.5	0.1	0.5	-0.4
COC(=O)c1c(NC(=O)c2ccc(S(=O)(=O)N3CC(C)OC(C)C3)cc2)sc2c1CC(C)(C)NC2(C)C (centres undefined)	-6.1	-0.2	0.7	7.8
COc1ccc(S(=O)(=O)N2CCOc3c(cc(-c4cccnc4)cc3OC)C2)cc1	-3.7	-0.1	1.1	-4.9
COc1cc(/C=C2\C(=O)ON=C2c2ccccc2)ccc1OCc1ccccc1Cl	-31.9	0.1	-1.4	41.5
Cc1c(C(=O)Nc2ccccc2C(F)(F)F)sc2ncnc(N3CCN(c4ccccc4F)CC3)c12	-5.7	1.7	-0.2	30.4
CCCc1cc(=O)oc2cc(OCC(=O)OC)cc(OCC(=O)OC)c12	7.5	-0.1	-0.1	-6.4
CC(C)Cc1nnc(NC(=O)Cc2ccc(Br)cc2)s1	-8.7	0.6	-0.8	10.9
O=C(Cn1nc(C2CC2)cc1C(=O)N1CCCC1)N1CCN(c2ccc(Cl)cc2)CC1	-3.6	-0.2	1.0	-11.8

Compound profiles, from the list above. Values in the order: TEAD-YAP block	FBW7 activator	GPR151 activ	MITF inh
`O=C(Cn1nc(C2CC2)cc1C(=O)N1CCCC1)N1CCN(c2ccc(Cl)cc2)CC1` reads -3.6	-0.2	1.0	-11.8
`CCn1cc(-c2nc(-c3ccncc3)no2)c(=O)c2cc(F)ccc21` reads 3.1	-0.3	-0.1	-12.0
`CCOCCn1c(=NC(=O)CN2C(=O)CCC2=O)sc2cc(C)ccc21` reads 5.5	0.1	0.5	-0.4
`Cc1c(C(=O)Nc2ccccc2C(F)(F)F)sc2ncnc(N3CCN(c4ccccc4F)CC3)c12` reads -5.7	1.7	-0.2	30.4

Other records follow:
SMILES	TEAD-YAP block	FBW7 activator	GPR151 activ	MITF inh
O=C(Nc1ccc(N2S(=O)(=O)c3ccccc3S2(=O)=O)cc1)C1CCCCC1	0.2	-0.1	0.6	8.5
COCc1cc(C)nc2sc(C(=O)Nc3cc(Br)cc4cccnc34)c(N)c12	4.5	0.1	0.4	-1.3
C=C(C)[C@@H]1CC=C(CN2C[C@H](NC(=O)c3ccc(OC)cc3)C[C@H]2C(=O)OC)CC1	-17.1	0.0	-1.8	-5.6
C/C=C/c1ccc(OCCCCN2C(=O)NC(C)(C)C2=O)c(OC)c1	-3.3	-0.1	-0.4	48.6
CC(=O)C1C(c2ccc(Cl)cc2)C(C#N)(C#N)C2C=Cc3ccccc3N12 (centres undefined)	-3.8	-0.3	0.8	10.1
CCCCCCCC(=O)N/N=C\c1ccc([N+](=O)[O-])cc1	0.0	0.0	0.2	-1.7
CCc1ccc(S(=O)(=O)Nc2cc3c4c(oc3c3ccccc23)CCC(C(C)(C)C)C4)cc1 (centres undefined)	-1.5	0.2	-0.4	8.6
CCOC(=O)c1sc(C)c2c(=O)n(Cc3ccc(Cl)cc3)c(C)nc12	2.2	0.0	0.8	-11.0
CCOc1ccc(NC(=O)c2sc3nc(C)cc(COC)c3c2N)cc1	-2.6	-0.1	0.7	0.3
COc1ccc(C(C)NC(=O)c2ccncc2)cc1OC (centres undefined)	-14.5	0.0	0.2	-7.3
Cc1c(C(=O)Nc2cccc(C(F)(F)F)c2)sc2ncn(CC(=O)N3CCOCC3)c(=O)c12	-11.7	-0.3	-0.4	-0.7
COCCCn1c(=O)[nH]c(=O)c2c(N)c(C(=O)c3ccc4c(c3)OCCO4)sc21	-2.6	-0.1	1.5	0.9
COc1cccc(NC(=O)CSc2nc3ccsc3c(=O)n2-c2ccc(Cl)c(C)c2)c1	0.2	0.1	1.2	10.5
CC(=O)c1cc2c(cc1NS(=O)(=O)c1ccc(F)cc1)OCO2	-7.0	0.0	0.4	-4.8
O=C(Nc1cccc2ccccc12)C1C2C3CCC(C3)C12 (centres undefined)	-13.0	-0.1	0.0	-2.5

In the list so far, these contain a cyano group:
SMILES	TEAD-YAP block	FBW7 activator	GPR151 activ	MITF inh
N#CC1=C(N)Oc2n[nH]c(C(F)(F)F)c2C1c1ccccc1 (centres undefined)	5.2	0.3	-0.7	15.0
COC(=O)CSC1=C(C#N)C(c2ccc(O)c(OC)c2)CC(=O)N1 (centres undefined)	0.1	0.3	-1.6	11.7
N#CCCn1nc(-c2ccccc2)c2ccccc2c1=O	-7.0	0.2	0.5	3.8
CC(=O)C1C(c2ccc(Cl)cc2)C(C#N)(C#N)C2C=Cc3ccccc3N12 (centres undefined)	-3.8	-0.3	0.8	10.1

Other results follow.
SMILES	TEAD-YAP block	FBW7 activator	GPR151 activ	MITF inh
COCCOC(=O)c1ccc(NC(=O)COc2ccc(Cl)cc2Cl)cc1	-22.4	-0.1	-0.7	-1.7
O=C(Cn1c(=O)sc2ccccc21)OCCF	-9.0	-0.1	0.5	-10.5
Cc1ccc(CN2CCN(C(=O)C3CCC3)CC2)cc1	-3.0	0.0	5.0*	6.9
CC1CN(Cc2cccn2-c2cccnc2)Cc2ccccc2O1 (centres undefined)	-8.9	-0.1	0.9	16.2
O=C(O)CCNc1ccc2c(c1)OCCO2	3.5	0.0	-0.4	3.2
CC1Oc2ccccc2OC1C(=O)Nc1cccc(-c2cn3c(n2)SCC3)c1 (centres undefined)	2.7	-0.1	0.0	5.3
O=c1[nH]c2ncc(-c3ccsc3)nc2n1CC1CCOCC1	14.1	-0.2	0.2	9.5
Cc1cccc(Nc2nnc(SCc3ccon3)s2)c1	-23.5	0.1	1.0	-0.3
CCn1c(COc2ccccc2OC)nnc1SCC(=O)N1CCOCC1	6.2	-0.1	1.0	-0.5
C#CCOCC1CCN(C(=O)c2c[nH]c3ccccc23)CC1	26.0	0.6	0.2	11.5
O=C(/C=C/c1ccc2c(c1)OCO2)N1CCCC1	-20.1	-0.1	2.0	0.8
O=C1CC(c2ccc(Cl)cc2)NC(=O)N1 (centres undefined)	3.1	0.3	0.2	8.1
CCOC(=O)N1CCc2c(sc(NCc3cc(OC)c(OC)cc3OC)c2C(=O)Nc2cc(Cl)ccc2OC)C1	-5.5	-0.2	0.7	1.9
COc1cc(/C=C2\C(=O)ON=C2C)ccc1OCCc1ccccc1	38.1*	0.1	-5.9	43.5
COc1ccc(CN2CCN(C(=O)c3sc4ncn(Cc5ccccc5Cl)c(=O)c4c3C)CC2)c(OC)c1OC	2.4	-0.2	-0.2	8.6
COc1ccccc1CN1CCN2C(=O)[C@H](Cc3ccccc3)NC(=O)[C@H]2C1	-11.4	0.8	-1.7	9.1
O=C(Cc1ccc(N2CCC(NCCc3ccco3)CC2)cc1)NCCc1cccc(F)c1	1.3	-0.2	0.7	-13.5
